# cardiac RTF act – cardiac RTF calcium sensitivity activators, primary screen, biochemical, IANBD-TnC fluorescence, EC20 calcium; IANBD-labeled TnC RTF fluorescence at EC20 calcium; 0% EC20 calcium, 100% full calcium; activation, % at 7.2 µM; hit rate 0.24% among 340,000;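 active means activation above the mean over all tested compounds plus 3 SD, cut at about 30% in these data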;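 further: rise in fluorescence read as greater calcium sensitivity of cardiac thin filaments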
# V-ATPase pH – regulators of yeast V-ATPase proton pumping, primary screen, pHLuorin cytosolic pH fluorescence; S. cerevisiae; response, % at 10 µM; hit rate 0.37% among 350,000; in the data active means response mostly above about 7.3%, no sharp cut-off; inactive means mostly below about 5.4%; further: actives read high; inactives centre near 0; some compounds called inactive have numbers as strong as hits; reference of the scale not given here
# HTR5A inv ag – HTR5A inverse agonists in luminescence cell assay, primary screen, counter-screen for OPRM1-OPRD1 heterodimer inverse agonist project, full-deck HTS; HTR5A cell line, inverse agonism; inhibition, % at 9.3 µM; hit rate 0.083% among 340,000; AID 504634, 2011; in the data active means inhibition mostly above about 23%, no sharp cut-off; inactive means mostly below about 18%;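 further: 0% = cells with DMSO and 100% = no-cell wells with DMSO; some compounds called inactive have numbers as strong as hits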
# CAL-PDZ inh HTS – untagged CAL PDZ binding inhibitors, primary screen, biochemical, fluorescence polarization, HTS; Golgi-associated PDZ and coiled-coil motif-containing protein (Homo sapiens), Q9HD26; purified CAL PDZ, TMR-peptide fluorescence polarization, 1 h; inhibition, % at 24.9 µM; hit rate 0.92% among 300,000; AID 602252, 2012;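 active means mean inhibition of at least 30% with at least half of replicates also reaching 30%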;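 further: 0% = DMSO neutral control and 100% = excess unlabeled competitor peptide PRC23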
# RTF Ca sens inh – cardiac RTF calcium sensitivity inhibitors, primary screen, biochemical, IANBD-TnC fluorescence, EC70 calcium; hit rate 0.12% among 340,000; IANBD-labeled cardiac RTF, Ca2+ fluorescence; AID 493244, 2011; inhibition, % at 7.15 µM;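 active means inhibition above the mean inhibition of all tested compounds plus 3 SD, cut at about 17% in these data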;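 further: assay run at fixed EC70 calcium of 1.6 mM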
# HTR5A ag ctr – HTR5A agonists in luminescence cell assay, primary screen, counter-screen for OPRM1-OPRD1 heterodimer agonist project, full-deck HTS; 5-hydroxytryptamine receptor 5A (Homo sapiens), P47898; cell-based; activation, % at 9.3 µM; hit rate 0.61% among 340,000; AID 504692, 2011; in the data active means activation mostly above about 9.5%, no sharp cut-off; inactive means mostly below about 7.6%;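 further: 0% = cells with vehicle only and 100% = reference agonist; strong numbers were not always called active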
# LANA DNA inh – inhibitors of KSHV C-LANA binding to DNA, primary screen, biochemical, fluorescence polarization, FAM-LBS DNA, MBP-C-LANA, single point; hit rate 0.078% among 340,000; Kaposi's sarcoma herpesvirus LANA C-terminal domain (residues 932-1162) DNA binding; AID 504423, 2011; inhibition, % at 9 µM;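 active means highest replicate inhibition at or above 60% at 9 µM, even if other replicates fall short; inactive means all replicates below 60% inhibition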;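 further: 0% = neutral control wells and 100% = 4 µM acridine orange control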
# Keap1 Nrf2 FP – Keap1-Nrf2 protein-protein interaction inhibitors, primary screen, biochemical, fluorescence polarization, single point | Keap1 Kelch-Nrf2 peptide fluorescence polarization, 1536-well | AID 504523, 2011 | hit rate 0.15% among 340,000 | inhibition, % at 9.4 µM; in the data active means inhibition above about 12%;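 further: human Keap1 Kelch domain with fluorescein labeled Nrf2 9mer peptide probe; 0% = neutral control wells and 100% = peptide positive control; higher means more block of Keap1 binding to Nrf2 peptide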
# MOR-DOR inv ag – inverse agonists of MOR-DOR heterodimerization, primary screen, cell-based, luminescence; Mu-type opioid receptor (Homo sapiens) + Delta-type opioid receptor (Homo sapiens), …; hit rate 0.21% among 340,000; inhibition, % at 9.3 µM; cell-based MOR-DOR heterodimer luminescence, inverse agonism; AID 504357, 2011; in the data active means inhibition above about 22%, passing the limit was not always enough;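 further: 0% = cells with DMSO and 100% = wells without cells with DMSO; values of inactives mirror those of a sister screen read the other way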
# Target sequence (P35372 whole entry, looked up): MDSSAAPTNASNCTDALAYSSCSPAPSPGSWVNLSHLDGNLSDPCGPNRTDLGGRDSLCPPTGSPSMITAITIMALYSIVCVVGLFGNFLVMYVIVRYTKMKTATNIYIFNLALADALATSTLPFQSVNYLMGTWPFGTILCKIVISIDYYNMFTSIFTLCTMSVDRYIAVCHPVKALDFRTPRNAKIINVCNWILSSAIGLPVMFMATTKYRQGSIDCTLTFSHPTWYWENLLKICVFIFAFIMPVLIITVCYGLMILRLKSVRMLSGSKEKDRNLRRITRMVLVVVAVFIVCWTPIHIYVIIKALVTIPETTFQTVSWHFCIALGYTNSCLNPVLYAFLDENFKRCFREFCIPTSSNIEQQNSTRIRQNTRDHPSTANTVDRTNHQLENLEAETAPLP
# Target sequence (P41143 whole entry, looked up): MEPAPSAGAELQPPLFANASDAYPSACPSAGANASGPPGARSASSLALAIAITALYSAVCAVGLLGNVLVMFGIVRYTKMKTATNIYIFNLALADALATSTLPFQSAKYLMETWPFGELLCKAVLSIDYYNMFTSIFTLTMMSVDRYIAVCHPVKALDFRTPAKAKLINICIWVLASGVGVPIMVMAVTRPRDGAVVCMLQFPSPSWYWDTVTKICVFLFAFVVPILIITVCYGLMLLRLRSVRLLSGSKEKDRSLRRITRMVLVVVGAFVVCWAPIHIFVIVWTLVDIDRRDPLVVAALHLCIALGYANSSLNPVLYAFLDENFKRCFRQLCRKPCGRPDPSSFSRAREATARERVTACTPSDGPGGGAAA
# MOR-DOR ag – agonists of OPRM1-OPRD1 heterodimerization, primary screen, cell-based, luminescence; AID 504326, 2011; hit rate 0.3% among 340,000; cells; activation, % at 9.3 µM; in the data active means activation above about 18%;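 further: 0% = vehicle-treated cells and 100% = reference agonist; values of inactives mirror those of a sister screen read the other way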
# Active calls of the source: *; . = no result given.
# Values run as follows: cardiac RTF act, V-ATPase pH, HTR5A inv ag, CAL-PDZ inh HTS, RTF Ca sens inh, HTR5A ag ctr, LANA DNA inh, Keap1 Nrf2 FP, MOR-DOR inv ag, MOR-DOR ag
> COc1ccc(OC(C)C(=O)Nc2ccccc2C(F)(F)F)cc1 (configuration not stated)
  -4, 7, -10, 13, 3, 3, 0.9, 0, -33, 6.1
> NC(=O)c1nsc(C(=O)N(c2ccccc2)C(C(=O)NCC2CCCO2)c2ccc(F)cc2)c1N (configuration not stated)
  -3, -3, 8, ., -4, -2, -1.2, -1, 1, -0.1
> CC(C)COC(=O)n1c(SCC(=O)N(C)C)nc2ccccc21
  2, 0, -6, 1, -3, 1, 0.9, -3, 12, -2.0
> CCOC(=O)C1C2C=CC3(CN(c4cccc(Cl)c4)C(=O)C13)O2 (configuration not stated)
  5, 0, -2, ., -6, 1, 0.4, 3, -3, 0.7
> Cc1ccc(-c2csc(N3CCN(c4cc5c(cc4Cl)nc(-c4ccncc4)n5CCOCCO)CC3)n2)cc1
  1, -3, -17, 4, -12, 6, -3.2, -9, 6, -1.4
> Cc1ccc(NC(=O)C2CCN(C(=O)c3ccc(F)cc3)CC2)nc1
  0, 2, 6, -2, 11, -2, 1.2, -1, 10, -1.7
> COc1ccc(OC)c(Nc2nc(N)nc(CSc3nnc(N)s3)n2)c1
  1, 3, -21, ., -12, 7, 0.0, 5, 8, -1.5
> Cc1ccc(NC(=O)CSc2nc(=O)n(Cc3ccncc3)c3c2CCC3)c(C)c1
  2, 16, 0, -1, -24, 0, -0.8, 0, 12, -2.3
> O=C(/C=C/c1ccccc1)c1ccccc1
  -3, 2, 11, 9, 11, -3, -2.1, 4, -2, 0.4
> O=C(Cn1nc(C(F)(F)F)c2c1CCC2)NCc1ccc(F)cc1
  -1, -2, -6, -3, -2, -4, -0.4, 1, 3, -0.6
> Cc1cc[n+](-c2nc([O-])sc2/C=N/Nc2ccc([N+](=O)[O-])cc2)cc1
  -1, 1, -5, -1, 0, -3, 2.3, 1, 16, -2.8
> COCCC(=O)N1CCC(Oc2ccc(C(=O)N(C)CCCC3CCCC3)cc2)CC1
  -2, -2, -2, -7, -2, 1, 0.2, -1, -5, 0.9
> CC(C)(C)NC(=O)NC(=O)CN1CCN(c2ccccc2O)CC1
  0, -2, -5, -1, 0, 2, -0.4, -4, 15, -2.8
> COc1ccc2cc(C#N)c(NC(C)C)nc2c1
  4, -5, 3, 2, -2, 1, 0.0, 0, -1, 0.2
> Oc1ccccc1C=NNC(=S)NN=Cc1ccccc1O
  -5, 0, -8, -8, 2, 2, -3.5, 2, -29, 5.8
> Cc1cccn2c(=O)c(/C=C(\C#N)C(N)=O)c(Oc3ccccc3)nc12
  1, 0, -18, ., 4, -1, 1.0, -1, 11, -2.1
> CCN1CCN(c2cc(C)c3cc(NC(=O)c4cccnc4Cl)ccc3n2)CC1
  -4, -5, -27, -4, 0, -2, -0.1, 4, 2, -0.3
> FC(F)(F)c1cc(Cl)c2nnc(-c3cccnc3)n2c1
  3, 3, 12, 12, -5, 3, -0.3, -5, 12, -2.3
> Cc1ccc(S(=O)(=O)CNC(=S)c2ccc3ccccc3c2)cc1
  -1, 1, 4, ., -4, -5, -0.1, 0, -8, 1.5
> O=C(NCCCN1CCN(CCCNC(=O)c2cccc([N+](=O)[O-])c2)CC1)c1cccc([N+](=O)[O-])c1
  -4, 3, 20, -7, 3, -8, -1.2, -4, 7, -1.4
> COc1ccc(Cn2c(-c3ccco3)nc3oc4cc(OC)ccc4c(=O)c3c2=O)cc1
  -2, 2, 2, 38*, -8, 4, 0.0, 1, 7, -1.1
> O=C(C[C@@H]1C/C=C\C[C@H](NC(=O)OCC2c3ccccc3-c3ccccc32)C(=O)OC[C@H]2CCCN2C1=O)N[C@@H](CO)Cc1ccccc1
  3, 1, -14, -2, -12, 4, -2.0, -3, -1, 0.2
> O=C1C2C(C(=O)N1c1ccccc1)N1CCCN1C2c1ccccc1 (configuration not stated)
  0, -2, 7, 9, 6, -3, -0.5, -6, 14, -3.0
> Clc1ccc(CO/N=C2\CCCc3nonc32)c(Cl)c1
  1, -2, -30, 0, -6, 2, -0.4, -8, -14, 2.7
> COc1ccc(Nc2nc(N)nc(CN3CCOCC3)n2)cc1
  5, -4, 20, -3, 6, 0, -0.3, 4, 7, -1.3
> Cc1ccc(-c2csc(NC(=O)N3CCOCC3)n2)cc1
  -4, -1, 1, -1, -22, 0, 0.1, 3, 4, -0.8
> CCOC(=O)C1CCN(Cc2cccc(OCc3ccccc3)c2)CC1
  -10, 0, 6, -6, 0, -2, 2.2, -6, -21, 4.5
> C[C@@H]1COC(=O)[C@@H](CC(=O)OC(C)(C)C)C/C=C\C[C@H](CC(=O)NCCO)C(=O)N1
  -2, 0, -19, -3, 1, 2, 2.6, 5, 11, -1.9
> COc1ccc2c(c1)OC(=O)CC2c1ccccc1OC (configuration not stated)
  -6, 4, -8, -1, 0, 2, -0.6, 6, 10, -2.0
> COc1ccc(CNC(=O)CCS(=O)(=O)c2cccc3nonc23)cc1
  -6, 4, -14, -3, -4, 2, 16, -7, 0, 0.0
> CN1C(=O)NC(c2cccc(F)c2)C2=C1CC(C)(C)CC2=O (configuration not stated)
  -4, -1, -10, -4, -9, 3, -0.8, 1, 10, -2.0
> CCCCCCc1cc2cc(S(=O)(=O)c3ccc(Cl)cc3)c(=O)oc2cc1O
  5, -4, -8, ., -5, 3, -0.3, -7, -15, 2.9
> Cc1ccc(CN(Cc2ccccc2)C(=S)NCC(=O)NCc2cccnc2)o1
  6, 3, -33, -11, -1, 1, 1.4, -6, 8, -1.7
> COc1ccc2c(c1OC)C(=O)N1C2SC(C)(C)[C@H]1C(=O)NC(C)C (some centres not stated)
  -4, 4, 5, 0, -14, -1, -0.5, -4, 9, -1.9
> O=C(Cc1ccc(F)cc1)NCCc1ccccc1
  -3, -4, 2, -1, 2, 3, -0.3, -3, 4, -0.6
> COc1cccc2c(=O)n(CC(=O)Nc3ccc(F)cc3)ccc12
  -1, 0, -12, ., 2, 4, -0.8, -1, 8, -1.3
> CN1C(=O)c2cccc(N(C)C)c2C1=O
  4, 0, 16, -4, -6, 3, 0.3, -2, 5, -0.9
> COc1ccc(NC(=O)/C(=C\c2ccco2)NC(=O)c2ccco2)cc1
  7, -4, -14, ., -16, 5, 1.7, -5, 4, -0.5
> Cc1ccc(-n2c(Cc3cccs3)nnc2SCC(=O)Nc2ccc(S(N)(=O)=O)cc2)cc1
  -3, -8, -26, 6, -5, 4, 0.1, 7, -26, 4.4
> Cc1ccc(NC(=O)Cn2c(O)c(N=NC(N)=O)c3ccccc32)cc1
  4, -1, -4, -5, 4, 1, 1.6, -1, 15, -2.8
> CCOCCCNC(=O)N[C@@H](Cc1ccccc1)C(=O)OC
  -4, 1, 12, -4, -5, -3, -3.3, 0, -2, 0.4
> COc1cccc(C2CC(c3ccc(C)cc3)n3ncnc3N2)c1 (configuration not stated)
  7, -3, -13, ., -8, 5, 0.5, -5, 3, -0.5
> CCC1CN(C(=O)N2CCC(C(=O)NCCc3ccc(OC)c(OC)c3)CC2)c2ccccc2O1 (configuration not stated)
  3, 2, 18, -5, -9, 0, 1.7, 1, 0, 0.1
> O=C(NCc1ccccc1)/C(=C\c1ccccc1)NC(=O)c1ccco1
  -3, -1, 4, -2, -8, 2, -0.2, 0, 11, -2.1
> Cc1ccc2c(c1)N(CC(=O)N1CCOCC1)C(=O)C(C)O2 (configuration not stated)
  -10, -6, 2, -2, -10, 5, 0.5, 2, 8, -1.6
> O=C(Nc1cccc(Cl)c1)c1ccc(S(=O)(=O)NCC2CCCO2)cc1 (configuration not stated)
  5, -1, 7, -3, -7, -3, -1.0, -1, -8, 1.4
> O=C(NCc1ccc2c(c1)OCO2)c1ccc(CS(=O)(=O)Cc2cccc(Cl)c2)o1
  -2, -1, -26, -3, -6, 8, -0.6, 4, -3, 0.5
> C=CCOc1ccccc1/C=N/NC(=O)Cc1ccc(C)cc1
  7, -1, 10, ., -11, 1, -0.2, -6, -14, 2.6
> CCN(C(=O)COC(=O)c1cc(OC)c(OC)cc1[N+](=O)[O-])C1CCS(=O)(=O)C1 (configuration not stated)
  -5, 1, 15, 4, -8, 2, 0.6, -2, -1, 0.2
> COC(=O)Cn1ccc(-c2ccc(Cl)cc2)c(C#N)c1=O
  9, -1, 7, -2, -15, 4, 0.0, 2, 5, -1.0
> CC(C)(C)c1nc(N2CCN(C(=O)c3ccco3)CC2)c2nnn(Cc3ccccc3)c2n1
  1, -1, 0, -10, 9, 0, 0.6, 0, -40, 6.8
> CCn1c(N)c(C(=O)NCc2ccc3c(c2)OCO3)sc1=S
  1, 1, 25, 0, 2, 0, -1.1, -4, 11, -2.6
> Cn1c(=O)c2c(nc(NCC3CCCO3)n2C)n(C)c1=O (configuration not stated)
  2, 3, 4, -7, -5, 2, 0.6, 1, -2, 0.4
> CC(C)CC(=O)OC1C(N2CCOCC2)c2c(ccc(/C=C/C(=O)N3CCOCC3)c2O)OC1(C)C (configuration not stated)
  -18, 3, -12, -1, 7, 0, 1.3, 0, 12, -2.2
> COc1ccccc1C1c2[nH]c3ccccc3c2CCN1Cc1cnc(C)s1 (configuration not stated)
  1, 4, -7, 1, -7, 2, -1.1, -4, -10, 1.9
> N#Cc1c(=O)c2nc(NCc3ccccc3)ncc2n2ccccc12
  -1, 0, -8, 3, -3, 4, 1.7, 0, 8, -1.7
> O=C(c1ccc(C(=O)N2CCOCC2)s1)N1CCOCC1
  0, 4, -2, -2, -20, -2, 0.1, -5, 11, -2.0
> Cc1ccc(CNC(=O)C2CCN(S(=O)(=O)c3ccc(Br)s3)CC2)cc1
  -2, -2, -13, -5, 2, 5, 1.6, -2, 15, -2.8
> CC(C)C(=O)Nc1nc2cc3c(cc2s1)OCO3
  -1, 2, -25, -5, -4, 1, -0.8, -6, 5, -1.0
> O=CN1CCCN(Cc2nc(Cc3ccccc3F)no2)CC1
  -1, 1, 11, -4, -2, -1, -0.4, 2, 6, -0.9
> COc1ccc(-c2cc(-c3nnc(COC(=O)CC4CC5CCC4C5)o3)c3ccccc3n2)cc1OC (configuration not stated)
  12, -2, -13, -4, -1, -1, 0.7, -5, -6, 1.1
> CNNC(=S)Nc1cccc(SC)c1
  3, -3, 9, -3, 1, 2, 0.3, -3, 0, 0.0
> COc1ncc(-c2ccc3c(c2)S(=O)(=O)c2cccc(C(=O)NCc4ccco4)c2C3=O)cn1
  -3, 3, -3, 0, -3, 0, 2.7, -6, -2, 0.3

# Source: PubChem BioAssay (several laboratories)
